From PubChem
TDP43 rescue: inhibitors of TDP-43 toxicity in yeast | hit rate 1.8% among 410,000 | Potency, µM (titrated, usually from 46.1 µM), for the others: at the highest dose growth rescue (activation), most hits filed as activators | TDP-43 expressing yeast growth rescue, BacTiter-Glo, 24 h | AID 652104; also: potency is read from the fitted curve at half-maximal effect; % of control where 0% means no effect; nearly all actives have a fitted effect of over 50% in size
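Galactose-induced TDP-43 yeast, OD600=0.02, compound pinned; 24 hr, 30 deg C; BacTiter-Glo luminescence for growth. Inhibitors of TDP-43 toxicity read as activators.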
GLP-1R agonist: agonists of human GLP-1 receptor | Potency, µM (series often up to 45.6 µM), inactives show at the top dose activation, hits mostly activators | HEK293 GLP-1R CRE-luciferase, luminescence, 4-6 h; cells express a hypersensitive GLP-1R form | hit rate 0.007% among 380,000 | AID 624172 | P43220; also: potency is read from the fitted curve at half-maximal effect; % of control where 0% means no effect
Target sequence (P43220 whole entry, looked up): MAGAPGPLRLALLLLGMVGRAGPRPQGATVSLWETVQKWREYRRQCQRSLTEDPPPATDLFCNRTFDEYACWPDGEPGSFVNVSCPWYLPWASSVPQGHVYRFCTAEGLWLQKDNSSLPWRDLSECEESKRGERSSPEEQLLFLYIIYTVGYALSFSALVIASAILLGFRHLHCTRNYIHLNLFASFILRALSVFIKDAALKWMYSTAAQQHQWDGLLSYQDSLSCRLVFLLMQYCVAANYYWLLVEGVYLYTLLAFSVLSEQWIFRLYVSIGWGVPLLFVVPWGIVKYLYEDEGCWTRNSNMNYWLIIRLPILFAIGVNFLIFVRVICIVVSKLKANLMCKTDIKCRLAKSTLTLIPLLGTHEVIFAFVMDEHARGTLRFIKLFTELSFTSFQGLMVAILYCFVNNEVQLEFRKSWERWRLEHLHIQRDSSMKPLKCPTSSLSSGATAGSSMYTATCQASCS
D3 antag: antagonists of human D3 dopamine receptor; AID 652054; P35462; hit rate 2.5% among 360,000; max response, negative = inhibition, %; D3R cells, DiscoveRx beta-arrestin luminescence, antagonist mode; stronger effect = lower value; in the data active = max response below about -50%; inconclusive = no clear call, values can overlap the other calls; also: % is scaled to controls: 0 for no effect and ±100 for the full control effect; mostly tested at two doses, the higher about 12 µM
Target sequence (P35462 whole entry, looked up): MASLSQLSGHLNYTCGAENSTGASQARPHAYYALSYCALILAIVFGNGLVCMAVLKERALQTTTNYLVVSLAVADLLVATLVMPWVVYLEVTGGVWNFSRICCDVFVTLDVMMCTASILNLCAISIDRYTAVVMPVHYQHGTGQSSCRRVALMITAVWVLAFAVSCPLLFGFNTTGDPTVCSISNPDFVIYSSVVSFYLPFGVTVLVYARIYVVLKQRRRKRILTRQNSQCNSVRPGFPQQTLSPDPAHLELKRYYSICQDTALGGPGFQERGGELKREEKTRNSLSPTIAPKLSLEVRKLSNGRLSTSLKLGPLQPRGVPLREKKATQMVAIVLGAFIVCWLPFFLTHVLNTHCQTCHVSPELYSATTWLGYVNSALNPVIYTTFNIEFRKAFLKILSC
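Cells expressing the human receptor were seeded at 1500 cells/well, incubated overnight at 37 degrees C in 5% CO2, then exposed to library compounds with dopamine controls for 90 minutes at 37 degrees C before luminescent detection.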
pAkt inh: Akt phosphorylation inhibition; AID 651550; Neuro2A IGF-stimulated pAkt S473 HTRF, 20 min; stronger effect = lower value; activity change, % for hits at 50 µM; hit rate 0.32% among 360,000; in the data active = activity change below about -80%; inconclusive = mostly about -51% to -80%; also: % is scaled to controls: 0 for no effect and ±100 for the full control effect
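Single-point screen (50 µM final compound) in Neuro2A cells stimulated 20 min with 6 nM IGF at 37 deg C. After lysis, Ser473-phosphorylated Akt read by HTRF (ex 330 nm, em 615/665 nm) as the 665/615 ratio.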
PTHR1 ag: PTHR1 (human) receptor agonism. HEK293 GP2 PTHR1 cells, GloSensor cAMP luminescence, 1 h. Potency, µM (titrated, usually from 115 µM), for inactives: top-dose activation, most hits filed as activators. hit rate 0.075% among 410,000. AID 743266; also: potency is read from the fitted curve at half-maximal effect; nearly all actives have a fitted effect of over 55% in size; some results filed as inactive show a strong effect at the top dose; inactives centre near -15; many of its hits are not listed in these tables
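HEK-293-derived GP2 cells expressing PTHR1 and a GloSensor cAMP reporter, 3,000/well, plated overnight, given luciferin plus IBMX (each 0.5 mM as added) for 1 h at 37 °C, then compound for 1 h at 37 °C. Luminescence was read after 15 min at room temperature.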
aSyn rescue: alpha-synuclein toxicity inhibition in yeast; Yeast expressing alpha-synuclein, growth rescue, BacTiter-Glo, 24 h; Potency, µM (doses to about 46.1 µM), for the others: at the top dose growth rescue (activation), actives largely listed as activators; hit rate 0.14% among 370,000; also: potency is read from the fitted curve at half-maximal effect; % of control where 0% means no effect; nearly all actives have a fitted effect of over 65% in size
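Rescue of yeast growth: cells expressing toxic alpha-synuclein, induced in galactose at OD600 0.02, incubated with compound 24 h at 30 C. ATP luminescence quantified growth; inhibitors of toxicity appear as activators.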
GLP-1R inv ag: inverse agonists of human GLP-1 receptor. hit rate 1.6% among 410,000. Potency, µM (highest dose often 38.3 µM), without a hit: at the top dose activity change, negative = inhibition, most hits filed as inhibitors. P43220. HEK293 GLP-1R CRE-luciferase, luminescence, 24 h; GLP-1R form is constitutively active; also: potency is read from the fitted curve at half-maximal effect; % is scaled to controls: 0 for no effect and ±100 for the full control effect; nearly all actives have a fitted effect of over 55% in size
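Stable HEK293 clone (constitutively active GLP-1R + cAMP-response luciferase); 200 cells/uL plated, 12 h pre-culture, compound 24 hr, 37 deg C/5% CO2; detection reagent 12 min RT; luminescence.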
Abeta rescue: A-beta toxicity reversal in yeast; yeast expressing A-beta42, growth rescue, OD600, 48 h; response scale: 0% DMSO, 100% iron-clioquinol control; Potency, µM (doses to about 46.1 µM), for the others: at the highest dose growth rescue, most hits filed as activators; hit rate 0.063% among 410,000; AID 1347071; also: potency is read from the fitted curve at half-maximal effect; nearly all actives have a fitted effect of over 55% in size
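Yeast growth medium received pinned compounds, then yeast cells expressing toxic A-beta were added; plates incubated at 30 C for 48 hr. Growth read as absorbance at 600 nm, normalized to DMSO and equimolar FeCl3 plus clioquinol controls.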
FUS suppressor: rescues growth of FUS-expressing yeast. hit rate 0.24% among 390,000. Potency, µM (series often up to 76.6 µM), without a hit: at the top dose growth rescue (activation), most hits filed as activators. S. cerevisiae FUS-expressing, growth rescue, OD600, 24 h;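 also: potency is read from the fitted curve at half-maximal effect; plate controls were DMSO vehicle for no effect and reference control for full effect; nearly all actives have a fitted effect of over 55% in size; some results filed as inactive show a strong effect at the top dose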
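Cultures pregrown in 2.5% raffinose medium are shifted to minimal medium containing 2% galactose to express toxic FUS. Compounds are tested at several concentrations. After 24hr at 30C, growth is quantified at 600 nm absorbance.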
Active calls of the source: *; i = inactive; ? = inconclusive; · = no result given; [ ] = dose if it differs, or a comment. Unless noted, calls follow the shape of the dose curve; as a rule, active = well fitted curve in the direction sought with a large enough effect; inconclusive = small, poorly fitted or top-dose-only effect, or another doubt; inactive = no such curve, though single readings can be large; an effect the other way counts as inactive or inconclusive. The list is partial; the hit share may differ from the screen's.

SMILES | TDP43 rescue | GLP-1R agonist | D3 antag | pAkt inh | PTHR1 ag | aSyn rescue | GLP-1R inv ag | Abeta rescue | FUS suppressor
O=C(NCc1ccccn1)c1cc2n(n1)C(C(F)(F)F)CC(c1ccco1)N2 (stereo not given) | 16% | -7% | 72 | i | i | -15% | 2% | 8%[9.22 µM] | -35%
Cc1nn(CCCC(=O)Nc2cccc(F)c2)c(=O)c2c1sc1ccccc12 | ? | · | · | · | -25% | · | 19% | 6% | -9%
N#Cc1cccc(C(=O)C(=O)N2CCN(C(=O)OCc3ccccc3)CC2)c1 | ? | · | 16 | i | -3% | -3% | -4% | 10% | 12%
CCN(CC)P(=O)(Nc1ccc(C)cc1Br)c1ccc(N(C)C)cc1NC(=O)c1ccco1 (stereo not given) | 9% | 8% | -60* | i | -40%[inhibitor] | -4% | ? | 1% | 38%
CCOC(=O)c1c(C)oc2ncnc(NCCc3ccccc3)c12 | ? | · | · | · | -85%[inhibitor] | · | -1% | -9% | 1%
COc1ccc(CNC(=O)C(c2ccccc2F)N(C(=O)c2csnn2)C2CC2)cc1 (stereo not given) | -18% | 7% | 22 | i | i | -3% | ? | -23% | -2%
COc1ccc(OC)c(S(=O)(=O)N2CCN(CC(O)COc3ccccc3)CC2)c1 (stereo not given) | -1% | 9% | 10 | i | -27% | 1% | -3% | -4% | 13%
COc1cccc(CNC(=O)c2cnc3c(-c4ccc(F)cc4)c(C)nn3c2C)c1 | -8% | · | · | · | 20% | · | 2% | -12% | -23%
O=C(NC(=S)Nc1cc(Cl)ccc1O)c1cccc(Br)c1 | ? | 8% | -18 | i | -74%[inhibitor] | 28% | ? | 8% | -6%
COc1ccc(S(=O)(=O)NCC2CCCO2)cc1C(=O)O (stereo not given) | -8% | 6% | 4 | i | -8% | 1% | 16% | -2% | -14%
CN1CCN(NC(=O)Nc2ccc([N+](=O)[O-])cc2)CC1 | 8% | -5% | 10 | i | i | -1% | -17% | 16% | 2%
Cc1ccc(C)c(OCC(=O)Nc2ccc(C(=O)O)cc2NC(=O)COc2cc(C)ccc2C)c1 | -13% | -3% | 8 | i | -14% | 3% | ? | 2% | 13%
CC(C(=O)NC1CCCc2ccccc21)N1C(=O)C2CCCCC2C1=O (stereo not given) | 11% | -4% | 0 | i | -35% | 1%[1.84 µM] | -13% | 1% | 2%
CCOc1cc(C(C(=O)NCC2CCCO2)N(C(=O)Cn2nnc3ccccc32)c2cccc(OC)c2)ccc1O (stereo not given) | 5% | 2% | -5 | i | -25% | -3% | 1% | -6% | 26%
Nc1nnc(CCC2CCCCC2)s1 | 21% | 12% | 0 | i | i | 1% | 22% | -21% | 2%

Next part, overlapping the part above by six compounds.
SMILES | TDP43 rescue | GLP-1R agonist | D3 antag | pAkt inh | PTHR1 ag | aSyn rescue | GLP-1R inv ag | Abeta rescue | FUS suppressor
COc1ccc(S(=O)(=O)NCC2CCCO2)cc1C(=O)O (stereo not given) | -8% | 6% | 4 | i | -8% | 1% | 16% | -2% | -14%
CN1CCN(NC(=O)Nc2ccc([N+](=O)[O-])cc2)CC1 | 8% | -5% | 10 | i | i | -1% | -17% | 16% | 2%
Cc1ccc(C)c(OCC(=O)Nc2ccc(C(=O)O)cc2NC(=O)COc2cc(C)ccc2C)c1 | -13% | -3% | 8 | i | -14% | 3% | ? | 2% | 13%
CC(C(=O)NC1CCCc2ccccc21)N1C(=O)C2CCCCC2C1=O (stereo not given) | 11% | -4% | 0 | i | -35% | 1%[1.84 µM] | -13% | 1% | 2%
CCOc1cc(C(C(=O)NCC2CCCO2)N(C(=O)Cn2nnc3ccccc32)c2cccc(OC)c2)ccc1O (stereo not given) | 5% | 2% | -5 | i | -25% | -3% | 1% | -6% | 26%
Nc1nnc(CCC2CCCCC2)s1 | 21% | 12% | 0 | i | i | 1% | 22% | -21% | 2%
C[C@@H]1C(=O)O[C@H]2[C@H](O)[C@@]34[C@H]5C[C@@H](C(C)(C)C)[C@]36[C@@H](OC(=O)[C@@H]6O)O[C@@]4(C(=O)O5)[C@@]12O | -14% | 8% | 3 | i | i | -1% | 2% | -1% | 4%
CC(=O)[C@@H]1[C@@H]2C(=O)N(c3ccccc3F)C(=O)[C@@H]2[C@H]2c3ccccc3C=NN12 | 4% | 5% | -7 | i | -17% | -2% | 8% | 6% | -11%
O=C(Cc1ccc(NS(=O)(=O)c2ccc(F)cc2)cc1)NCc1ccccc1 | -3% | 6% | 16 | i | -8% | -11% | -20% | -11% | 7%
O=C(Nc1cc(Cl)ccc1N1CCOCC1)c1ccco1 | 29% | 14% | 1 | i | -8% | -10% | -4% | -11% | -15%
O=S(=O)(c1ccc(S(=O)(=O)N2CCC(O)CC2)cc1)N1CCCC1 | -14% | 6% | 2 | i | i | -2% | 8% | -2% | 15%
COc1ccc(C(=O)C2CCCN(Cc3ccc4nonc4c3)C2)c(OC)c1 (stereo not given) | -4% | 5% | -6 | i | -12% | 1% | 10µM* | 3% | 17%
CN(C)c1ccc(CNc2ncn[nH]2)cc1 | 0% | -1% | 1 | i | -58%[inhibitor] | -7% | 1% | 4% | -45%
Cc1cc(C)cc(NC(=O)CSc2oc(-c3ccco3)nc2S(=O)(=O)c2ccc(Cl)cc2)c1 | 4% | · | · | · | 5% | · | -1% | -11% | 1%
COc1ccc(C(C)=O)cc1COC(=O)c1cnc(Cl)c(Cl)c1 | 0% | 20% | -19 | i | -35%[inhibitor] | 3% | 56%[activator] | -6% | 21%
COC(=O)C1=C(C)N(Cc2ccccc2)C(=O)/C1=C\c1ccco1 | -38%[inhibitor] | 4% | -2 | i | -3% | -16% | ? | -35%[inhibitor] | 45%
O=C(COC(=O)c1n[nH]c2ccccc12)Nc1ccc(Cl)cc1[N+](=O)[O-] | -2% | 10% | 18 | i | i | 2% | -25% | -2% | 20%
Cc1nnc(SCCn2c(N3CCCC(C)C3)nc3c2c(=O)n(C)c(=O)n3C)s1 (stereo not given) | 19% | 9% | -14 | i | i | 10% | -5% | -5% | -21%
CC/C(=N\NC(=O)c1nnn(-c2nonc2N)c1-c1cccc(OC)c1)c1ccc(C)cc1 | -4% | 8% | -9 | i | -15% | -10% | ? | 4% | 18%
Cc1ccc(S(=O)(=O)N2CCC(C(=O)OCC(=O)Nc3cc(S(C)(=O)=O)ccc3Cl)CC2)cc1C | -10% | 2% | 1 | i | i | 7% | 11% | 6% | 37%
NC(=O)CSc1nc(-c2ccccc2)nc2ccccc12 | -2% | -3% | 1 | i | -11% | -4% | 46%[activator] | -12% | -5%
COc1cc(NC(=O)C(CCSC)NS(=O)(=O)c2ccc3c(c2)oc(=O)n3C)cc(OC)c1 (stereo not given) | -2% | · | · | · | -20% | · | -3% | -9% | 3%
CCn1c2ccccc2c2cc(NC(=O)COc3ccc(C)c(C)c3)ccc21 | -16% | · | · | · | -38%[inhibitor] | · | 4% | -29% | -13%
O=C(NCC(=O)N1CC=C(c2ccccc2)CC1)c1ccc(F)cc1 | -6% | 4% | 3 | i | -12% | 3% | -6% | 0% | -1%
CCCCN(CC)CCCNC(=S)Nc1ccc2nc3n(c(=O)c2c1)CCCCC3 | 3% | 12% | -18 | i | i | 15% | ? | -3% | 25%
COCCOc1ccc(C(F)(F)F)cc1NC(=O)Cc1ccc(S(=O)(=O)N2CCOCC2)s1 | 2% | 25% | 2 | i | -11% | 7% | ? | 17% | 23%
O=C(NNS(=O)(=O)c1ccccc1[N+](=O)[O-])c1cc2ccccc2cc1O | -10% | 1% | 22 | i | i | 6% | 0% | 5% | ?
COc1ccc(OC)c(NC(=O)Cn2cnc3c(oc4ccccc43)c2=O)c1 | -17%[9.22 µM] | · | · | · | -4% | · | 9% | 12% | 26%
O=[N+]([O-])c1ccccc1Oc1cnc2ccccc2n1 | -4%[0.397 µM] | 18% | -8 | i | i | 0% | ? | 0% | -10%
C/C(N)=C(/C#N)C(=O)CSc1cc(C)c2cc(C)cc(C)c2n1 | -15% | 2% | 9 | i | -10% | -4% | 10% | -16% | 6%
Cn1ccc(C(=O)Oc2ccc(C(=O)Nc3ccc(F)cc3F)cc2)n1 | 15% | 0% | 5 | i | i | -13% | -3%[0.307 µM] | 10% | 6%
Cc1cc(C)cc(C(=O)NC(CC(N)=O)c2ccc(NC3CCCCCC3)c([N+](=O)[O-])c2)c1 (stereo not given) | 3% | 5% | -24 | i | -17% | 0% | 4% | -10% | -12%
CCOC(=O)C(NCCc1ccccc1)(NC(=O)CC)C(F)(F)F (stereo not given) | ? | -1% | 0 | i | -18% | ? | -15% | -20% | ·
O=C(Nc1cc(=O)c2ccccc2o1)N1CCOCC1 | 19% | 17% | 35 | i | -24% | 0% | -1% | -3% | 32%
O=S(=O)(c1ccccc1)N1CCN(C2CCCCCCC2)CC1 | -7% | 3% | -1 | i | i | 0% | -2% | -1% | -9%
O=C(c1cc(S(=O)(=O)N2CCCC2)c[nH]1)N1CCN(c2cccc(Cl)c2)CC1 | -18% | · | · | · | -58%[inhibitor] | · | ? | -15% | -42%[inhibitor]

Structures listed so far that bear a hit mark in GLP-1R inv ag.
smiles	GLP-1R agonist	pAkt inh	PTHR1 ag	GLP-1R inv ag
COc1ccc(C(=O)C2CCCN(Cc3ccc4nonc4c3)C2)c(OC)c1 (stereo not given)	5%	i	-12%	10µM*
